Source: PubChem BioAssay
M18AAP inhibitor – blocks P. falciparum M18 aspartyl aminopeptidase; recombinant PfM18AAP, H-Glu-NHMec fluorogenic cleavage; inhibition, % at 7.35 µM; 290,000 compounds, 1.2% hits; AID 1822;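 active means inhibition above the campaign mean inhibition over all tested compounds plus 3 SD, cut at about 28% in these data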;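 further: 0% = plate median of test compound wells and 100% = 2 mM ZnCl2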
NALP1 inh – inhibitors of NALP1 inflammasome in yeast. S. cerevisiae NALP1/ASC/caspase-1 growth, X-gal OD620, 72 h. inhibition, % at 10 µM. 280,000 compounds, 0.61% hits. AID 2071; in the data active means inhibition mostly above about 24%, no sharp cut-off; inactive means mostly below about 32%; further: some compounds called inactive have numbers as strong as hits
IDE act – boosts human insulin-degrading enzyme activity in HEK cells | P14735 | 340,000 compounds, 0.073% hits | activation, % at 5.96 µM | FAbeta-B cleavage, fluorescence polarization; 0% vehicle, 100% cell-free pure enzyme wells | AID 493087;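 active means activation above the mean of all tested compounds plus 3 SD, set per screening campaign, cut at about 17% in these data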
MEKK2mut PB1 HTS – signal of MEK5 binding to mutant human MEKK2 PB1 domain; bead flow cytometry, Alexa488-MEK5 binding to MEKK2 mutant; percent response, % at 10 µM; 290,000 compounds, 0.35% hits; AID 1530; in the data active means percent response above about 24%, passing the limit was not always enough; further: inactives centre near 1; some results filed as inactive read as strong as hits; reference of the scale not given here
MEKK3 PB1 HTS – MEKK3-MEK5 PB1 interaction, increase or decrease. binding response (% of control), % at 10 µM. 290,000 compounds, 1.4% hits. bead-based flow cytometry, Alexa488-MEK5 binding to MEKK3; actives lie on both sides; 0 = blocked by unlabeled MEK5, 100 = vehicle. AID 1529. Q99759;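 active means binding response more than 3 SD above or below the average of its plate-row segment, actives on both sides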;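 further: Alexa488 bead fluorescence after subtracting the streptavidin-only scavenger bead signal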
Target sequence (Q99759 whole entry, looked up): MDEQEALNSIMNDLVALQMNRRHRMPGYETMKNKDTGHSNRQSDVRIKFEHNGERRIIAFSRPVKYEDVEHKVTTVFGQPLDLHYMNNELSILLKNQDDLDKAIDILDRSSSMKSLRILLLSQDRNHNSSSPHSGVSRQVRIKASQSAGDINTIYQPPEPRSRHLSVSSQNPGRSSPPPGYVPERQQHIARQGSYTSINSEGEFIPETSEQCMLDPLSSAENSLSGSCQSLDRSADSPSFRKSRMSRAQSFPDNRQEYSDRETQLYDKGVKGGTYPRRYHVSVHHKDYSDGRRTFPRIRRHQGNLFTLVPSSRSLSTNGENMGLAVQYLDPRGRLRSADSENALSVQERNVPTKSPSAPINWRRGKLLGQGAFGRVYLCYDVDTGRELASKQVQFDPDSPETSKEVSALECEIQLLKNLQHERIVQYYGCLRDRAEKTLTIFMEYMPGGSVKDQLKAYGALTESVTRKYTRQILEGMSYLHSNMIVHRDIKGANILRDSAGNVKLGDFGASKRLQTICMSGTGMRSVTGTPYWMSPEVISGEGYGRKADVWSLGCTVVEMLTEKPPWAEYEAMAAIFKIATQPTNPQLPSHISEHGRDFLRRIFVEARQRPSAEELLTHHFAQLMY
pCIP destab – lowers stability of the mouse p/CIP coactivator protein; F442A p/CIP-EGFP cells, EGFP fluorescence, 16 h; decrease of EGFP signal, % at 10 µM; 290,000 compounds, 0.01% hits; AID 1984;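 active means EGFP signal decrease of at least 30% at 10 µM or well 3 SD below plate mean, unless failing retest; inactive means the rest, including hits failing retest or dose response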; further: some compounds called inactive have numbers as strong as hits; many of its hits are not listed in these tables
UBC9 SUMO inh – inhibitors of human SUMOylation (UBC9) | inhibition, % at 35 µM | HTRF SUMOylation assay, SAE1/SAE2 + UBC9, in vitro | P63279 | 290,000 compounds, 0.36% hits | AID 2006; in the data active means inhibition above about 50%, passing the limit was not always enough; further: strong numbers were not always called active
Target sequence (P63279 whole entry, looked up): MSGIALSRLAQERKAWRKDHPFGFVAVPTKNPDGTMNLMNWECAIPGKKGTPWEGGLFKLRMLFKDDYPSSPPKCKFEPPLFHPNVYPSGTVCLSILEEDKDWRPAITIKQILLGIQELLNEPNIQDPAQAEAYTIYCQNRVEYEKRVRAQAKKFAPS
IDE inh – inhibitors of human insulin-degrading enzyme in cells. inhibition, % at 5.59 µM. P14735. 320,000 compounds, 0.41% hits. HEK cells, FAbetaB cleavage, fluorescence polarization. AID 434962;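 active means percent inhibition above the average of all tested compounds plus 3 SD, set per screening campaign, cut at about 16% in these data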;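 further: IDE supplied by intact live HEK cells; FP after avidin binding of uncleaved biotin substrate so inhibition keeps polarization high; 0% = DMSO wells and 100% = 60 µM reference IDE inhibitor Ii1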
MEKK2 WT-MEK5 – raises or lowers MEK5 binding to wildtype human MEKK2 PB1 domain | Q9Y2U5 | bead flow cytometry, Alexa488-MEK5 binding to MEKK2 WT; actives lie on both sides | binding response (% of control), % at 10 µM | 290,000 compounds, 1.1% hits; in the data active means binding response below about 67% or above about 130%
* = called active by the depositor. These rows are one share of the data. The share of hits here may be higher or lower than overall.

Screening CCc1ccc(-n2c(=S)sc3c(=O)n(-c4ccccc4)c(SCC(=O)O)nc32)cc1 returned M18AAP inhibitor 6, NALP1 inh 3, IDE act 5, MEKK2mut PB1 HTS 6, MEKK3 PB1 HTS 105, pCIP destab -3, UBC9 SUMO inh 11, IDE inh -2 and MEKK2 WT-MEK5 103.
`COc1nn(-c2nc(-c3ccccc3)cc(C(F)(F)F)n2)cc1[N+](=O)[O-]` gave M18AAP inhibitor 1, NALP1 inh 5, IDE act -3, MEKK2mut PB1 HTS -2, MEKK3 PB1 HTS 99, pCIP destab -11, UBC9 SUMO inh 23, IDE inh -5 and MEKK2 WT-MEK5 93.
COc1ccc(S(=O)(=O)NC(CC(=O)NCCc2ccc(OC)c(OC)c2)c2ccco2)cc1 (stereo not given) was read as M18AAP inhibitor -2, NALP1 inh 26, IDE act 4, MEKK2mut PB1 HTS 5, MEKK3 PB1 HTS 98, pCIP destab 0, UBC9 SUMO inh -2, IDE inh 0 and MEKK2 WT-MEK5 104.
`Cc1nc(SCc2cccc(Oc3ccccc3)c2)n[nH]1` gave M18AAP inhibitor 3, NALP1 inh 10, IDE act 6, MEKK2mut PB1 HTS 4, MEKK3 PB1 HTS 101, pCIP destab 11, UBC9 SUMO inh -34, IDE inh -9 and MEKK2 WT-MEK5 100.
`NC(=O)c1ccc(C(=O)N/N=C/c2cccc(Oc3ccccc3)c2)cc1` gave M18AAP inhibitor 2, NALP1 inh 15, IDE act 5, MEKK2mut PB1 HTS 3, MEKK3 PB1 HTS 100, pCIP destab -8, UBC9 SUMO inh 16 and MEKK2 WT-MEK5 105.
For CCc1ccccc1N(CC(=O)Nc1cccnc1)S(=O)(=O)c1ccccc1 the results were M18AAP inhibitor -5, NALP1 inh 6, IDE act 3, MEKK2mut PB1 HTS 2, MEKK3 PB1 HTS 100, pCIP destab 4, UBC9 SUMO inh -21, IDE inh 5 and MEKK2 WT-MEK5 103.
`C#CC(C)(C)NC(=O)c1cnc(-c2ccccc2)nc1-c1ccccc1` gave M18AAP inhibitor -7, NALP1 inh 17, IDE act 2, MEKK2mut PB1 HTS 4, MEKK3 PB1 HTS 105, pCIP destab -4, UBC9 SUMO inh 11, IDE inh -3 and MEKK2 WT-MEK5 104.
For CCOC(=O)c1ccc2c(c1)n(CCO)c(C)[n+]2CC the results were M18AAP inhibitor 0, NALP1 inh 4, IDE act 4, MEKK2mut PB1 HTS 10, MEKK3 PB1 HTS 101, pCIP destab -11, UBC9 SUMO inh 16, IDE inh 1 and MEKK2 WT-MEK5 107.
CCc1nc(N2CCN(S(C)(=O)=O)CC2)c2c3c(sc2n1)CCCC3 was read as M18AAP inhibitor 3, NALP1 inh 1, IDE act 6, MEKK2mut PB1 HTS -12, MEKK3 PB1 HTS 100, pCIP destab 1, UBC9 SUMO inh 21, IDE inh 6 and MEKK2 WT-MEK5 85.
`CC(=O)NC1=C(N(C)C2CCS(=O)(=O)C2)C(=O)c2ccccc2C1=O` (stereo not given) gave M18AAP inhibitor 9, NALP1 inh 39, IDE act 0, MEKK2mut PB1 HTS 3, MEKK3 PB1 HTS 103, pCIP destab -4, UBC9 SUMO inh 14, IDE inh 8 and MEKK2 WT-MEK5 103.
CCN(CC)S(=O)(=O)c1cc(OC)c(C)cc1C was read as M18AAP inhibitor -3, NALP1 inh 23, IDE act -2, MEKK2mut PB1 HTS 0, MEKK3 PB1 HTS 105, pCIP destab -16, UBC9 SUMO inh 21, IDE inh 0 and MEKK2 WT-MEK5 104.
Screening Cc1ccc(S(=O)(=O)N2CCOCC2)cc1NC(=O)COc1ccc2c(C)cc(=O)oc2c1 returned M18AAP inhibitor 7, NALP1 inh 2, IDE act 4, MEKK2mut PB1 HTS 10, MEKK3 PB1 HTS 105, pCIP destab -9, UBC9 SUMO inh 9, IDE inh 1 and MEKK2 WT-MEK5 112.
For CC(C)(C)c1ccc(C(=O)N2CCC(NC(=O)c3ccccc3)CC2)cc1 the results were M18AAP inhibitor -3, NALP1 inh 4, IDE act 0, MEKK2mut PB1 HTS -2, MEKK3 PB1 HTS 102, pCIP destab -9, UBC9 SUMO inh 1, IDE inh 0 and MEKK2 WT-MEK5 104.
Screening O=C(COC(=O)COc1ccc2ccccc2c1)NC1CCCc2ccccc21 (stereo not given) returned M18AAP inhibitor -8, NALP1 inh 25, IDE act 3, MEKK2mut PB1 HTS 3, MEKK3 PB1 HTS 106, pCIP destab -3, UBC9 SUMO inh -17, IDE inh 7 and MEKK2 WT-MEK5 102.
`CCOC(=O)c1ccccc1NC(=S)N1CCC(C(N)=O)CC1` gave M18AAP inhibitor 4, NALP1 inh 7, IDE act 0, MEKK2mut PB1 HTS 0, MEKK3 PB1 HTS 100, pCIP destab -5, UBC9 SUMO inh -8, IDE inh 4 and MEKK2 WT-MEK5 98.
Screening COc1cccc(CNC(=O)C2CCCN(c3nc4ccccc4o3)C2)c1 (stereo not given) returned M18AAP inhibitor 4, NALP1 inh 22, IDE act 0, MEKK2mut PB1 HTS 1, MEKK3 PB1 HTS 92, pCIP destab -7, UBC9 SUMO inh 14, IDE inh 1 and MEKK2 WT-MEK5 98.
`CCc1cc(CNC(=O)c2cccc(OC3CCN(S(C)(=O)=O)CC3)c2)on1` gave M18AAP inhibitor 2, NALP1 inh 2, IDE act 2, MEKK2mut PB1 HTS 6, MEKK3 PB1 HTS 107, pCIP destab -6, UBC9 SUMO inh 1, IDE inh -3 and MEKK2 WT-MEK5 110.
O=C1CCCN1c1ncc(S(=O)(=O)c2ccc([N+](=O)[O-])cc2)s1 was read as M18AAP inhibitor -11, NALP1 inh -6, IDE act 4, MEKK2mut PB1 HTS -2, MEKK3 PB1 HTS 102, pCIP destab 6, UBC9 SUMO inh -4, IDE inh -3 and MEKK2 WT-MEK5 98.
For CCOC(=O)c1c(-c2ccccc2)csc1NC(=O)c1cccc(N2C(=O)CCC2=O)c1 the results were M18AAP inhibitor -1, NALP1 inh 0, IDE act 1, MEKK2mut PB1 HTS -6, MEKK3 PB1 HTS 92, pCIP destab -6, UBC9 SUMO inh 4, IDE inh 5 and MEKK2 WT-MEK5 87.
Screening O=C1N=C(N2CCOCC2)S/C1=C\c1ccccc1OS(=O)(=O)c1ccccc1 returned M18AAP inhibitor 0, NALP1 inh -1, IDE act 3, MEKK2mut PB1 HTS -2, MEKK3 PB1 HTS 103, pCIP destab -11, UBC9 SUMO inh 15, IDE inh 6 and MEKK2 WT-MEK5 104.
Cc1ccccc1-n1nnnc1SCC(=O)Nc1ccc(N2CCN(C)CC2)cc1 was read as M18AAP inhibitor 7, NALP1 inh -5, IDE act 1, MEKK2mut PB1 HTS 12, MEKK3 PB1 HTS 100, pCIP destab -10, UBC9 SUMO inh 15, IDE inh 3 and MEKK2 WT-MEK5 108.
`Cn1c(=O)c2c(nc(CN3CCOCC3)n2CCCO)n(C)c1=O` gave M18AAP inhibitor 2, NALP1 inh 15, IDE act 2, MEKK2mut PB1 HTS 3, MEKK3 PB1 HTS 102, pCIP destab -6, UBC9 SUMO inh -6, IDE inh -2 and MEKK2 WT-MEK5 101.
Screening CCOC(=O)C1=C(C)NC2=C(C(=O)CCC2)C1c1ccsc1 (stereo not given) returned M18AAP inhibitor -16, NALP1 inh 15, MEKK2mut PB1 HTS 16, MEKK3 PB1 HTS 102, pCIP destab -53, UBC9 SUMO inh 16 and MEKK2 WT-MEK5 108.
COc1ccc(-n2c(SCC(=O)Nc3ccc(NC(C)=O)cc3)nc3ccccc3c2=O)cc1 was read as M18AAP inhibitor -6, NALP1 inh 25, IDE act -4, MEKK2mut PB1 HTS 0, MEKK3 PB1 HTS 100, pCIP destab -8, UBC9 SUMO inh 8, IDE inh -5 and MEKK2 WT-MEK5 98.
For CCN1CNC(=S)N(c2ccccc2OC)C1 the results were M18AAP inhibitor -16, NALP1 inh 13, IDE act 9, MEKK2mut PB1 HTS 1, MEKK3 PB1 HTS 123, pCIP destab -12, UBC9 SUMO inh -5, IDE inh -6 and MEKK2 WT-MEK5 107.
`COc1ccccc1N(CC(=O)NC1CCCC1)C(=O)CNC(=O)c1cccs1` gave M18AAP inhibitor -3, NALP1 inh 16, IDE act 0, MEKK2mut PB1 HTS 2, MEKK3 PB1 HTS 105, pCIP destab -7, UBC9 SUMO inh -2, IDE inh -2 and MEKK2 WT-MEK5 109.
CCCCN1CC(O)=C(c2nc3ccccc3[nH]2)C1=N was read as M18AAP inhibitor -11, NALP1 inh 7, IDE act 4, pCIP destab 13, UBC9 SUMO inh -37 and IDE inh 7.
Screening COc1ccc(C(=O)N(Cc2ccccc2)Cc2cc3cc4c(cc3[nH]c2=O)OCCO4)cc1 returned M18AAP inhibitor -1, NALP1 inh 20, IDE act -3, MEKK2mut PB1 HTS 4, MEKK3 PB1 HTS 103, pCIP destab 5, UBC9 SUMO inh -6, IDE inh -3 and MEKK2 WT-MEK5 97.
`O=c1[nH]c(C2CCN(S(=O)(=O)c3ccc4c(c3)OCCO4)CC2)nc2c1nnn2Cc1ccccc1` gave M18AAP inhibitor 2, NALP1 inh 10, IDE act 3, MEKK2mut PB1 HTS 1, MEKK3 PB1 HTS 104, pCIP destab -7, UBC9 SUMO inh 9 and MEKK2 WT-MEK5 99.
O=C(N/N=C/c1cccc(OC(=O)c2ccco2)c1)c1ccc(F)cc1 was read as M18AAP inhibitor -1, NALP1 inh 26, IDE act -3, MEKK2mut PB1 HTS -2, MEKK3 PB1 HTS 94, pCIP destab -1, UBC9 SUMO inh -4, IDE inh 3 and MEKK2 WT-MEK5 97.
`CCOC(=O)CCCSc1nc2sc3c(c2c(=O)[nH]1)CCC3` gave M18AAP inhibitor -6, NALP1 inh -3, IDE act -10, MEKK2mut PB1 HTS 0, MEKK3 PB1 HTS 99, pCIP destab -5, UBC9 SUMO inh 11, IDE inh 3 and MEKK2 WT-MEK5 99.
`OC(COc1ccc2c(c1)OCO2)CN1CCCC1` (stereo not given) gave M18AAP inhibitor -1, NALP1 inh 9, IDE act -1, MEKK2mut PB1 HTS -12, MEKK3 PB1 HTS 66, pCIP destab 12, UBC9 SUMO inh 15, IDE inh -3 and MEKK2 WT-MEK5 75.
For Cc1nnsc1S(=O)c1ccc(Br)cc1 (stereo not given) the results were M18AAP inhibitor 0, NALP1 inh -3, IDE act 3, MEKK2mut PB1 HTS -4, MEKK3 PB1 HTS 100, pCIP destab 1, UBC9 SUMO inh -10, IDE inh 5 and MEKK2 WT-MEK5 97.
Screening Cc1cc(Oc2nc3c(C)cccn3c(=O)c2/C=C(\C#N)S(=O)(=O)c2ccc(Cl)cc2)ccc1Cl returned M18AAP inhibitor 8, NALP1 inh 40, IDE act 6, MEKK2mut PB1 HTS 6, MEKK3 PB1 HTS 99, pCIP destab 12, UBC9 SUMO inh -8, IDE inh 2 and MEKK2 WT-MEK5 103.
COc1ccc(Cn2ccnc2SCC(=O)Nc2ccccc2OC)cc1 was read as M18AAP inhibitor -1, NALP1 inh 1, IDE act -2, MEKK2mut PB1 HTS 7, MEKK3 PB1 HTS 100, pCIP destab -21, UBC9 SUMO inh -1, IDE inh 6 and MEKK2 WT-MEK5 103.
Screening Cc1nnc(-c2ccccc2)c(=O)n1/N=C/c1c(O)ccc2ccccc12 returned M18AAP inhibitor 7, NALP1 inh 8, IDE act -59, MEKK2mut PB1 HTS 0, MEKK3 PB1 HTS 104, pCIP destab -14, UBC9 SUMO inh -26, IDE inh 54* and MEKK2 WT-MEK5 97.
